p53 PUMA act – re-activators of the mutant p53 pathway; SW480 PUMA-promoter luciferase, p53 mutant reactivation; activation, % at 9.98 µM; 28,000 tested, 1.5% active; in the data active = activation above about 52%; inconclusive = no clear call, values can overlap the other calls
STK33 inh – inhibitors of human STK33 kinase. Q9BYT3. ADP-Glo luminescence, MBP substrate. inhibition, % at 12.5 µM. 27,000 tested, 0.44% active; in the data active = inhibition above about 20%; inconclusive = no clear call, values can overlap the other calls
Target sequence (Q9BYT3 whole entry, looked up): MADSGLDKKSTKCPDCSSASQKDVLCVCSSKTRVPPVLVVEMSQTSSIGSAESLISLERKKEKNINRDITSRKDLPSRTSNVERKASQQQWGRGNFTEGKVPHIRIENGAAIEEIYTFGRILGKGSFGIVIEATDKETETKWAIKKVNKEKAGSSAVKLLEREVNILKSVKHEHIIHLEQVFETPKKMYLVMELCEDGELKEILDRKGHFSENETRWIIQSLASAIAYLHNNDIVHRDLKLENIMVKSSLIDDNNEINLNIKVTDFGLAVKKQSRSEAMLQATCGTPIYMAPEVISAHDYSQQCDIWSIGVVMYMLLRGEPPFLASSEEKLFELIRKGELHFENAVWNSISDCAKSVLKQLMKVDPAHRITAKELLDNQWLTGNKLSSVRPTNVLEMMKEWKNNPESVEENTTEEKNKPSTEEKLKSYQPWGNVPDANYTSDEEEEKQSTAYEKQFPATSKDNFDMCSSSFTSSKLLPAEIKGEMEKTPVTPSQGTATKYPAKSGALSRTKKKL
Starred values were filed as active, the others as inactive. These rows are one share of the data; the hit share may differ from the screen's.

COc1ccc(S(=O)(=O)Nc2ccc3c(c2)CC(=O)N([C@H](C)CO)C[C@@H](C)[C@@H](CN(C)S(=O)(=O)c2cn(C)cn2)O3)cc1 was read as p53 PUMA act 0 and STK33 inh 0.
For C[C@@H]1CCCCO[C@@H](CN(C)C(=O)CCC(F)(F)F)[C@@H](C)CN([C@H](C)CO)C(=O)c2cc(NS(=O)(=O)c3ccc(F)cc3)ccc2O1 the results were STK33 inh 4.
Screening CC(C)c1ccc2c(c1)CCC1C(C)(C(N)=O)CCCC21C (centres undefined) returned STK33 inh 1.
Screening CC(C)(C)Nc1nc(SCC(=O)Nc2ccccc2Cl)nc(N2CCOCC2)n1 returned p53 PUMA act 6 and STK33 inh -4.
For O=C1O[C@@H](c2ccccc2)[C@@H](c2ccccc2)N2[C@@H](c3ccc(O)cc3)[C@]3(C(=O)Nc4ccc(C#CC5=CCCCC5)cc43)[C@@H](C(=O)O)[C@H]12 the results were STK33 inh 6.
[N-]=[N+]=Nc1ccccc1C[C@@]1(C(=O)NCCN2CCOCC2)N=C(c2ccc(OCCCO)cc2)O[C@@H]1c1ccccc1 was read as STK33 inh 1.
For COc1ccc(C(=O)NC(c2ccc(OC)c(OC)c2)c2cc(Cl)c3cccnc3c2O)cc1 (centres undefined) the results were p53 PUMA act -41 and STK33 inh 5.
CC(C)OCCCNc1ncnc(N)c1[N+](=O)[O-] was read as p53 PUMA act -23 and STK33 inh 5.
Screening C=CC[C@@]1(C(=O)N(C)C)N=C(c2ccc(OCCCO)cc2)O[C@@H]1c1ccccc1 returned STK33 inh -4.
C[C@@H]1CCCCO[C@@H](CN(C)Cc2ccc3c(c2)OCO3)[C@@H](C)CN([C@H](C)CO)C(=O)c2cc(NC(=O)Nc3ccc(F)cc3)ccc2O1 was read as STK33 inh 0.
For O=C(NC(Cc1ccccc1)C(=O)OCc1cnc(-c2ccccc2)o1)c1ccccc1 (centres undefined) the results were p53 PUMA act -1.
`O=C(NCCOc1nc(N2CCOCC2)nc(N2CCOCC2)n1)Nc1ccc(Cl)cc1` gave p53 PUMA act 21 and STK33 inh 4.
For O=C(CC1(O)C(=O)N(Cc2ccccc2)c2ccccc21)c1cc2ccccc2oc1=O (centres undefined) the results were p53 PUMA act -19 and STK33 inh 4.
Screening CC1(C)O[C@H]2CC(=O)OC[C@@]23[C@H]1CC(=O)[C@@]1(C)C2=CC(=O)O[C@@H](c4ccoc4)[C@]2(C)CC[C@@H]13 returned p53 PUMA act -5 and STK33 inh -1.
`CNC[C@@H]1Oc2ccc(NC(=O)Nc3ccccc3)cc2CC(=O)N([C@@H](C)CO)C[C@@H]1C` gave p53 PUMA act 6 and STK33 inh -3.
Screening COc1ccc(NC(=O)Nc2ccc3c(c2)CC(=O)N([C@H](C)CO)C[C@@H](C)[C@@H](CN(C)C)O3)cc1 returned p53 PUMA act -10.
`C[C@H]1C[C@@H]2[C@H]([C@@H](O)C[C@@]3(C)[C@H]2CC[C@]3(O)C(=O)CO)[C@@]2(C)C=CC(=O)C=C12` gave STK33 inh 0.
`CN(C/C=C/c1ccccc1[N+](=O)[O-])CCc1ccccn1` gave p53 PUMA act -7 and STK33 inh 4.
C[C@@H]1CN([C@H](C)CO)C(=O)c2cc(N(C)C)ccc2O[C@H]1CN(C)C(=O)Nc1ccccc1 was read as p53 PUMA act 6.
`COc1c(C)cc(S(=O)(=O)NCc2ccccn2)c(C)c1C` gave p53 PUMA act 11 and STK33 inh 7.
`C[C@H](CO)N1C[C@H](C)[C@H](CN(C)Cc2ccc(-c3ccccc3)cc2)Oc2c(NC(=O)c3ccncc3)cccc2C1=O` gave p53 PUMA act 5 and STK33 inh -5.
Screening COc1ccc(CN(C)C[C@H]2Oc3ccc(NC(=O)Cc4ccccc4)cc3C(=O)N([C@@H](C)CO)C[C@@H]2C)cc1 returned p53 PUMA act -2 and STK33 inh 1.
COc1cc(O)c2c(=O)cc(-c3cc(OC)c(OC)c(O)c3OC)oc2c1 was read as p53 PUMA act -26 and STK33 inh 3.
Screening C[C@H](CO)N1C[C@H](C)[C@@H](CN(C)Cc2ccccc2)Oc2cc(C#C[C@@H](C)O)ccc2S1(=O)=O returned p53 PUMA act -10.
For CCCOc1ccc(-c2nc(SCC(=O)O)n[nH]2)cc1 the results were p53 PUMA act -16 and STK33 inh 0.
Screening Cc1ccc(NC(=O)CSc2nnnn2C2CC3CCC2C3)cc1 (centres undefined) returned p53 PUMA act -4 and STK33 inh 1.
COc1ccc(S(=O)(=O)Nc2cccc3c2O[C@@H](CN(C)C)[C@@H](C)CN([C@@H](C)CO)C3=O)cc1 was read as p53 PUMA act 8.
`CC(C)NC(=O)Nc1ccc2c(c1)CC(=O)N([C@H](C)CO)C[C@H](C)[C@H](CN(C)Cc1ccc(Cl)c(Cl)c1)O2` gave STK33 inh 1.
Cc1ccc(S(=O)(=O)N(C)C[C@H]2Oc3ccc(NS(=O)(=O)c4ccc(F)cc4)cc3CC(=O)N([C@@H](C)CO)C[C@H]2C)cc1 was read as STK33 inh 0.
For C[C@H]1CN([C@@H](C)CO)C(=O)c2cc(N(C)C)ccc2O[C@H]1CN(C)S(=O)(=O)c1cn(C)cn1 the results were p53 PUMA act 4.
Screening C[C@@H]1CCCCO[C@H](CN(C)Cc2ccc(Cl)c(Cl)c2)[C@@H](C)CN([C@H](C)CO)C(=O)c2cc(NC(=O)CCC(F)(F)F)ccc2O1 returned STK33 inh 3.
For C[C@@H]1CCCCO[C@@H](CN(C)C(=O)Cc2ccccc2)[C@@H](C)CN([C@@H](C)CO)C(=O)c2cc(NS(=O)(=O)c3cccs3)ccc2O1 the results were p53 PUMA act 4.
`C[C@H]1CN([C@@H](C)CO)C(=O)CCCn2nncc2CO[C@H]1CN(C)CC1CCCCC1` gave STK33 inh -1.
Screening C[C@@H]1CN([C@H](C)CO)C(=O)Cc2cc(NC(=O)Nc3ccc(C(F)(F)F)cc3)ccc2O[C@@H]1CN(C)Cc1ccccc1 returned STK33 inh 4.
O=C(NCCN1CCOCC1)[C@]1(CCS(=O)(=O)c2ccccc2)N=C(c2ccc(OCCCO)cc2)O[C@@H]1c1ccccc1 was read as STK33 inh 0.
`C[C@@H]1CCCCO[C@H](CN(C)Cc2ccc3c(c2)OCO3)[C@H](C)CN([C@@H](C)CO)C(=O)c2cc(NC(=O)Nc3ccc(C(F)(F)F)cc3)ccc2O1` gave p53 PUMA act -59.
For CC1CCC2C(C(=O)O)=COC(O[C@@H]3O[C@H](CO)[C@@H](O)[C@H](O)[C@H]3O)C12 (some centres undefined) the results were p53 PUMA act 19 and STK33 inh -7.
`CC(C)NC(=O)Nc1ccc2c(c1)C(=O)N([C@@H](C)CO)C[C@H](C)[C@@H](CN(C)Cc1ccc3c(c1)OCO3)O2` gave STK33 inh -1.
For Cc1noc(C)c1NC(=O)Nc1cccc2c1O[C@H](CN(C)S(=O)(=O)c1cccs1)[C@@H](C)CN([C@H](C)CO)C2=O the results were p53 PUMA act 6.
Screening O=C1CCCN1CCCNc1ncnc2c1cnn2-c1ccc(Cl)cc1 returned p53 PUMA act inconclusive and STK33 inh -2.
C[C@H]1CN([C@@H](C)CO)C(=O)c2cccc(NC(=O)c3ccncc3)c2O[C@H]1CN(C)Cc1ccc(C(F)(F)F)cc1 was read as p53 PUMA act 18.
C[C@H](CO)N1C[C@H](C)[C@H](CN(C)CC2CCCCC2)Oc2ccc(NS(C)(=O)=O)cc2C1=O was read as STK33 inh 1.
`C[C@H](CO)N1C[C@H](C)[C@H](CN(C)C(=O)Nc2cccc3ccccc23)Oc2c(NS(=O)(=O)c3ccc(Cl)cc3)cccc2C1=O` gave p53 PUMA act -21.
Screening C[C@H](CO)N1C[C@H](C)[C@H](CN(C)S(C)(=O)=O)Oc2ccc(NC(=O)c3ccncc3)cc2CC1=O returned STK33 inh 2.
For C[C@H]1CCCCO[C@@H](CN(C)C)[C@@H](C)CN([C@@H](C)CO)C(=O)c2cc(NS(C)(=O)=O)ccc2O1 the results were p53 PUMA act 11.

Next part; the last 7 above are carried over.
For Cc1noc(C)c1NC(=O)Nc1cccc2c1O[C@H](CN(C)S(=O)(=O)c1cccs1)[C@@H](C)CN([C@H](C)CO)C2=O the results were p53 PUMA act 6.
Screening O=C1CCCN1CCCNc1ncnc2c1cnn2-c1ccc(Cl)cc1 returned p53 PUMA act inconclusive and STK33 inh -2.
C[C@H]1CN([C@@H](C)CO)C(=O)c2cccc(NC(=O)c3ccncc3)c2O[C@H]1CN(C)Cc1ccc(C(F)(F)F)cc1 was read as p53 PUMA act 18.
C[C@H](CO)N1C[C@H](C)[C@H](CN(C)CC2CCCCC2)Oc2ccc(NS(C)(=O)=O)cc2C1=O was read as STK33 inh 1.
`C[C@H](CO)N1C[C@H](C)[C@H](CN(C)C(=O)Nc2cccc3ccccc23)Oc2c(NS(=O)(=O)c3ccc(Cl)cc3)cccc2C1=O` gave p53 PUMA act -21.
Screening C[C@H](CO)N1C[C@H](C)[C@H](CN(C)S(C)(=O)=O)Oc2ccc(NC(=O)c3ccncc3)cc2CC1=O returned STK33 inh 2.
For C[C@H]1CCCCO[C@@H](CN(C)C)[C@@H](C)CN([C@@H](C)CO)C(=O)c2cc(NS(C)(=O)=O)ccc2O1 the results were p53 PUMA act 11.
`C[C@@H]1CCCCO[C@@H](CN(C)C(=O)c2ccncc2)[C@H](C)CN([C@H](C)CO)C(=O)c2cc(NC(=O)Cc3ccccc3)ccc2O1` gave p53 PUMA act 2.
`CC1=C(CC(=O)O)c2cc(F)ccc2/C1=C/c1ccc(S(C)=O)cc1` (centres undefined) gave p53 PUMA act -8.
Screening C[C@H](CO)N1C[C@H](C)[C@H](CN(C)S(=O)(=O)c2ccc(F)cc2)Oc2ccc(NC(=O)Nc3cccc4ccccc34)cc2C1=O returned STK33 inh 3.
For O=C1CC(c2cccs2)Cc2nc(NCCN3CCOCC3)ncc21 (centres undefined) the results were p53 PUMA act 11 and STK33 inh -8.
For C[C@H](CO)N1C[C@H](C)[C@H](CN(C)C(=O)NC2CCCCC2)Oc2c(NC(=O)Nc3ccc(F)cc3)cccc2C1=O the results were p53 PUMA act -26.
`C[C@H]1CCCCO[C@H](CN(C)C(=O)C2CCCCC2)[C@@H](C)CN([C@@H](C)CO)C(=O)c2cc(NS(=O)(=O)c3cn(C)cn3)ccc2O1` gave p53 PUMA act 3.
For COc1ccccc1NC(=O)CSCC#N the results were p53 PUMA act 12 and STK33 inh -3.
For O=C1Nc2ccccc2-c2nc3ccccc3c(=O)n2-c2c(O)cccc21 the results were p53 PUMA act -1 and STK33 inh -3.
Screening COc1ccc(OC)c(S(=O)(=O)N(C)c2ccccc2C(=O)O)c1 returned p53 PUMA act -10 and STK33 inh 0.
Screening Cc1ccc(S(=O)(=O)N(C)C[C@H]2Oc3ccc(NC(=O)Nc4ccc5c(c4)OCO5)cc3CC(=O)N([C@H](C)CO)C[C@H]2C)cc1 returned STK33 inh -1.
Screening COc1ccc(C)cc1S(=O)(=O)N(C)CC(=O)Nc1cccc(SC)c1 returned p53 PUMA act -3 and STK33 inh 3.
`COc1cc(C)c(S(=O)(=O)NCCc2c(C)[nH]c3ccccc23)cc1C` gave p53 PUMA act 1 and STK33 inh -1.
COc1ccc(S(=O)(=O)N(C)C[C@@H]2Oc3ccc(NC(=O)Cc4cn(C)c5ccccc45)cc3C(=O)N([C@@H](C)CO)C[C@@H]2C)cc1 was read as p53 PUMA act -17 and STK33 inh 5.
For COc1ccccc1CCNC(=O)c1cc(-c2ccccn2)nc2c(C)c(Cl)ccc12 the results were p53 PUMA act -12 and STK33 inh -1.
`C[C@@H]1CN([C@@H](C)CO)C(=O)Cc2cc(NC(=O)NC3CCCCC3)ccc2O[C@@H]1CN(C)Cc1ccncc1` gave p53 PUMA act 1 and STK33 inh 8.
`COc1ccc(CN(C)C[C@H]2Oc3c(NC(=O)c4nc5ccccc5s4)cccc3C(=O)N([C@H](C)CO)C[C@@H]2C)cc1` gave p53 PUMA act -6.
Screening Cc1nc(-c2ccccc2)nc(SCC(=O)O)c1Cc1ccccc1 returned p53 PUMA act -18 and STK33 inh -7.
For Cc1noc(C)c1S(=O)(=O)Nc1ccc2c(c1)CC(=O)N([C@@H](C)CO)C[C@H](C)[C@H](CN(C)S(=O)(=O)c1cccs1)O2 the results were STK33 inh 1.
For COc1cccc2cc(C(=O)C3C(=O)C(=O)N(c4nc(C)c(C)s4)C3c3ccco3)oc12 (centres undefined) the results were p53 PUMA act 2 and STK33 inh -3.
For CCCC#Cc1cnc2c(c1)C(=O)N([C@H](C)CO)C[C@H](C)[C@@H](CN(C)S(=O)(=O)c1cn(C)cn1)O2 the results were p53 PUMA act 0.
Screening O=C(CSc1ncnc2scc(-c3ccc(Cl)cc3)c12)Nc1ccc2c(c1)OCCO2 returned p53 PUMA act -20 and STK33 inh 1.
COc1ccccc1C(=O)N1CCN(c2ccc([N+](=O)[O-])c(NCc3cccnc3)c2)CC1 was read as p53 PUMA act -10 and STK33 inh -1.
For Cc1noc(C)c1S(=O)(=O)N(C)C[C@H]1Oc2ccc(NC(=O)Nc3ccccc3)cc2CC(=O)N([C@H](C)CO)C[C@@H]1C the results were p53 PUMA act -3.
Screening C[C@@H]1CCCCO[C@@H](CN(C)C(=O)Nc2ccccc2)[C@@H](C)CN([C@H](C)CO)C(=O)c2cc(NC(=O)Cc3ccccc3)ccc2O1 returned p53 PUMA act -2 and STK33 inh -3.
For COC(=O)c1cc(OC)c(OC)cc1NC(=O)COc1cc(C)c(Br)c(C)c1 the results were p53 PUMA act 0 and STK33 inh -2.
For C[C@H]1CN([C@@H](C)CO)C(=O)CCCn2cc(nn2)CO[C@H]1CN(C)C(=O)Nc1ccc2c(c1)OCO2 the results were p53 PUMA act -1 and STK33 inh 5.
